# NIH3T3 tox – NIH 3T3 cell cytotoxicity; Potency, µM (series often up to 96.7 µM), for inactives: at the top dose activity change, negative = cytotoxicity, most hits filed as inhibitors; NIH 3T3 viability, CellTiter-Glo ATP luminescence, 48-72 h; 94,000 compounds, 4.3% hits; further: potency means the concentration at half of the fitted maximal effect; nearly all actives have a fitted effect of over 55% in size
#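 First NIH 3T3 cells are plated at 400 cells/well; next compound is pinned in; then plates incubate 48 or 72 hr at 37 °C; finally CellTiter-Glo is added and luminescence read after 10 min.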
# HEK cytotox – kills HEK 293 cells | HEK 293 viability, ATP luminescence (CellTiter-Glo), 48-72 h | Potency, µM (highest dose often 115 µM), inactives show at the top dose activity change, negative = cytotoxicity, most hits filed as inhibitors | 94,000 compounds, 6.6% hits; further: potency means the concentration at half of the fitted maximal effect; nearly all actives have a fitted effect of over 60% in size
#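 HEK 293 cells seeded at 250 cells/well were exposed to compound for 48 or 72 hr at 37 degree Celsius. Viability taken as ATP content by CellTiter-Glo luminescence.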
# IP6K1 inhibitor – inhibitors of human IP6K1 | IP6K1 kinase, ADP-Glo luminescence, 2 h; active compounds read low | 140,000 compounds, 0.81% hits | activity change, % (series mostly up to about 58 µM); in the data active means activity change below about -25%
# Target sequence (Q92551 whole entry, looked up): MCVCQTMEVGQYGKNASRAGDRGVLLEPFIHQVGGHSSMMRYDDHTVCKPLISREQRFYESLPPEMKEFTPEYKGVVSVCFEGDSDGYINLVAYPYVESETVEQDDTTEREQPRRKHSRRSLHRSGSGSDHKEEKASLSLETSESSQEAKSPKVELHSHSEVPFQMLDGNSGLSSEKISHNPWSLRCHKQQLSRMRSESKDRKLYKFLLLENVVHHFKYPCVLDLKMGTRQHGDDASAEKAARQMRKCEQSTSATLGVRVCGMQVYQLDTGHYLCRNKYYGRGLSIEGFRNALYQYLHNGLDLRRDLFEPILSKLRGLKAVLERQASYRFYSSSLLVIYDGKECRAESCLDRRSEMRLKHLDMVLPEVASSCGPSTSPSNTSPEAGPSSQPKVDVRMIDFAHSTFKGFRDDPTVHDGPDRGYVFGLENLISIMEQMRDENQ
#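 ADP-Glo luminescence measures ADP made by human IP6K1 during a 2 h RT reaction with ATP/IP6 (mix at 1.3 mM/130 uM); top library doses 57.5 and 19.1 uM final.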
# FLuc inh – Photinus pyralis luciferase inhibition | purified P. pyralis luciferase, luminescence, biochemical | Potency, µM (highest dose often 115 µM), without a hit: at the top dose activity change, negative = inhibition, usual class: inhibitors | P08659 | 76,000 compounds, 2.5% hits; further: potency means the concentration at half of the fitted maximal effect; nearly all actives have a fitted effect of over 65% in size
# Target sequence (P08659 whole entry, looked up): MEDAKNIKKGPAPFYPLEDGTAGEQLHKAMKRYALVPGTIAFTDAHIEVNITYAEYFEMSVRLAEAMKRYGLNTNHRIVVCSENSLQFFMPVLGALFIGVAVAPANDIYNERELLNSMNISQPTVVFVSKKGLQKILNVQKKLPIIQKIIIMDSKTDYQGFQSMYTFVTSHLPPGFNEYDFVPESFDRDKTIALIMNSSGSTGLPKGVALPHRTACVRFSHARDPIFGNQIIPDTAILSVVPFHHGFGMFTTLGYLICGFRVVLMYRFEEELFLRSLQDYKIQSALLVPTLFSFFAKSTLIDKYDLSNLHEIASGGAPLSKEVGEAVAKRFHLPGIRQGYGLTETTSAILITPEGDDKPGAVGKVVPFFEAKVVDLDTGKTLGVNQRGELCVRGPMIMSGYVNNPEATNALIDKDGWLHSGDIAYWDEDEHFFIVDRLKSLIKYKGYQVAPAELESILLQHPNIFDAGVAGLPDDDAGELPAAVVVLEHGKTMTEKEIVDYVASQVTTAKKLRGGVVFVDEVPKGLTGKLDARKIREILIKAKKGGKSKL
#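 Inhibitors were tested against purified firefly luciferase in a biochemical, low-substrate format (both substrates at 10uM) and luminescence measured with a CCD imager.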
# GPT2 inhibitor – blocks human glutamate pyruvate transaminase 2. Q8TD30. Recombinant GPT2, coupled pyruvate oxidase/HRP Amplex Red fluorescence. Potency, µM (series often up to 57.7 µM), for inactives: at the top dose activity change, negative = inhibition, usual class: inhibitors. 100,000 compounds, 0.25% hits; further: potency means the concentration at half of the fitted maximal effect; nearly all actives have a fitted effect of over 60% in size; many of its hits are not listed in these tables
#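 Inhibition is scored from Amplex Red fluorescence generated when pyruvate oxidase and HRP act on pyruvate released by GPT2. Reactions contain 10ng/uL enzyme, 250uM a-KG and 2mM L-alanine and run 30 min at room temperature.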
# SNCA expr inhib – SNCA gene expression inhibition; 140,000 compounds, 0.17% hits; Potency, µM (highest dose often 57.2 µM), inactives show at the top dose activity change, negative = inhibition, most hits filed as inhibitors; HEK-293 SNCA-luciferase knock-in, luminescence, 24 h; AID 1671194;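 further: potency means the concentration at half of the fitted maximal effect; plate controls were DMSO cells for no effect and cell-free wells for full effect; nearly all actives have a fitted effect of over 45% in size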
# SNCA viab count – counter-screen for SNCA expression inhibitors: cell viability; HEK-293-SNCA-luc viability, GF-AFC fluorescence, 24 h; Potency, µM (titrated, usually from 57.1 µM), inactives show top-dose activity change, negative = cytotoxicity, hits mostly cytotoxic; 150,000 compounds, 0.12% hits; AID 1671193;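 further: potency means the concentration at half of the fitted maximal effect; 0% = DMSO-treated cells and -100% = medium-only wells without cells; nearly all actives have a fitted effect of over 30% in size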
#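 Cytotoxicity counterscreen: after 24 h compound treatment of genome-edited SNCA-luciferase HEK-293 cells, live-cell protease substrate GF-AFC read by fluorescence after 30 min; activity scaled between DMSO (0%) and medium-only (-100%), curves Hill-fitted.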
# An asterisk follows results filed as active; i = inactive; ? = inconclusive; . = not tested or not shown; [ ] = another dose, or the depositor's remark. Unless noted, the call rests on the fitted dose curve; in most records, active means well fitted curve in the direction sought with a large enough effect; inconclusive means small, poorly fitted or top-dose-only effect, or another doubt; inactive means no such curve, though single readings can be large; an effect the other way counts as inactive or inconclusive. Unless noted, on the % scale 0 is the no-effect control and ±100 the full control effect. This is a subset; rates above refer to the full screens.
SMILES,NIH3T3 tox,HEK cytotox,IP6K1 inhibitor,FLuc inh,GPT2 inhibitor,SNCA expr inhib,SNCA viab count
COC(=O)C1=C(C)N=C2SC=C(CC(=O)N(C)Cc3ccco3)N2C1c1ccc(Cl)cc1 (stereo not given),-23.1%,?,10.4,-13.3%,i,-8.2%,19.5%
CCOc1ccc(NC(=O)Nc2ccc3snnc3c2)cc1,.,.,9.9,.,.,46.1%[activator],-0.6%
O=C(c1cccc(C(F)(F)F)c1)N1CC(=O)N(C2CCCCC2)CC(O)C1 (stereo not given),-22.4%,?,-2.0,.,.,.,.
CN(C)c1ccc(CN(Cc2ccco2)C(=O)c2ccc(C(C)(C)C)cc2)cc1,.,.,-4.2,.,.,-10.8%,-7.9%
CCOc1cccc2cc(-c3cn4c(n3)sc3ccccc34)c(=O)oc12,.,.,9.7,.,.,-0.1%,-3.7%
CC(C)NC(=O)NC[C@H]1O[C@H](Cc2cc(COc3ccccc3)on2)CC[C@@H]1O,-26.3%[174 µM],-8.8%[172 µM],4.4,-4.7%[172 µM],i,-13.1%[87.6 µM],6.5%[87.6 µM]
COc1ccccc1N1CCN(CC[C@H]2CN(C(=O)NC3CCCCC3)CC[C@H]2CC(=O)O)CC1,i,i,4.9,1.3%,-1.2%,-5.7%,-14.7%
COc1cccc(CN2CCC3(CCC3OC)CC2)n1 (stereo not given),-20.3%,-23.3%,11.0,0.4%,i,3.4%,-2.7%
COc1cc(Cl)c(C)cc1NC(=O)CCc1c(C)nc2cc(-c3cccc(F)c3)nn2c1C,.,.,-11.4,.,.,-0.5%,-12.9%
COc1ccccc1Nc1ccnc(N2CCC(NC(=O)c3ccccc3OC)CC2)n1,?,?,8.2,.,i,0.2%,-16.3%
CCOc1ccc(-n2c(=O)c3c(C)c(C)sc3n(Cc3ccccc3C)c2=O)cc1,.,.,22.7,.,.,28.7%,1.7%
CNC(=O)C(=O)NCC(c1ccc2c(c1)OCO2)N1CCOCC1 (stereo not given),.,.,-11.5,.,.,5.9%,24.2%
COc1cccc(CN2CCCC(COc3ccccc3C(=O)N3CCC(C)CC3)C2)c1 (stereo not given),?,?,-12.5,-10.5%,i,11.8%,-13.4%
CC(=O)Nc1ccc(NC(=O)CSc2cn(CC(=O)N(C(C)C)C(C)C)c3ccccc23)cc1,.,.,1.6,.,.,-21.0%,-28.4%
CC1CCn2c(nc3cc(C(=O)NCCc4ccc(Cl)cc4)ccc32)C1 (stereo not given),.,.,-14.4,.,.,38.7%[activator],12.0%
O=C(NCCc1ccc(F)cc1)C1CN(c2ccccc2)C(=O)N1 (stereo not given),-17.0%[138 µM],-18.1%[172 µM],14.5,2.5%[172 µM],i,3.2%[87.6 µM],-11.9%[87.6 µM]
CC(=O)c1cccc(NC(=O)C2CCN(S(=O)(=O)c3ccc4c(c3)oc(=O)n4C)CC2)c1,.,.,-6.9,.,.,36.9%[activator],-8.0%
COc1ccccc1CNC(=O)C1CCCN(c2nccc(Nc3ccccc3OC)n2)C1 (stereo not given),35.5µM*,?,4.5,.,i,-22.6%,0.5%[12.5 µM]
O=C(CN1C(=O)COc2ccc(S(=O)(=O)NC3CCCC3)cc21)Nc1ccc(Cl)cc1,.,.,-7.7,.,.,32.1%[activator],?
O=C(Nc1cccc(Cl)c1)c1ccc(N2CC3CC(C2)[C@H]2CCCC(=O)N2C3)nc1 (stereo not given in full),-24.2%,?,12.2,-4.9%,i,-15.7%,4.0%
COCC1CN(C2CCC2)CC12CCN(C(=O)c1ccc(F)cc1)CC2 (stereo not given),-20.1%,?,1.4,-7.9%,-22.0%,-11.6%,-7.5%
COc1ccccc1N1CCN(C(=O)C(OC)c2ccccc2)CC1=O (stereo not given),-11.0%,2.5%,-25.7*,4.4%,?,?,-1.3%
Cc1ccc(NC(=O)C(Cc2ccccc2)NS(=O)(=O)c2ccc3c(c2)oc(=O)n3C)cc1F (stereo not given),.,.,-11.1,.,.,7.7%,24.2%
Cc1cccc(NC(=O)Cn2c(=O)c(-c3noc(C)n3)c3n(c2=O)CCCCC3)c1,-16.9%,-4.5%,-4.6,-8.8%,i,-6.4%,-3.3%
C=CCNS(=O)(=O)c1ccc(C(=O)NC(C)c2ncnn2CCC)cc1 (stereo not given),-2.6%,-2.4%,6.9,6.0%,i,-15.4%,-4.9%

# More results follow.
SMILES,NIH3T3 tox,HEK cytotox,IP6K1 inhibitor,FLuc inh,GPT2 inhibitor,SNCA expr inhib,SNCA viab count
COc1ccc(C2Cn3nnc(C(=O)N4CCN(C(=O)c5ccc(C)s5)CC4)c3CO2)cc1 (stereo not given),?,?,-11.9,-7.7%,-1.0%,?,-6.4%
O=S(=O)(NCCc1csc2nc(-c3ccc(F)cc3)nn12)c1ccc(Oc2ccccc2)cc1,.,.,-6.8,.,.,8.0%,-7.0%
CCc1ccccc1Nc1sc(C(=O)c2cccc(OC)c2)c(N)c1S(=O)(=O)c1ccccc1,.,.,26.8,.,.,20.3%,0.2%
OCC(O)CS (stereo not given),.,.,-1.9,.,-3.8%,-34.6%[25.6 µM],-19.3%[23.9 µM]
COc1cccc(-c2cc3c(=O)n(CCNC(=O)c4cccc5[nH]ccc45)ccn3n2)c1,?,?,-10.3,?,i,93.1%[activator],-25.8%
CC(=O)c1cccc(NC(=O)Cn2c(SCC(=O)Nc3ccc(F)cc3)nc3ccccc32)c1,.,.,-4.6,.,.,-9.5%,-1.0%
Cc1ccc(C(=O)NC(C(=O)NC2CC2)C2CCN(C(=O)c3ccccc3F)CC2)cc1 (stereo not given),-6.4%,0.9%,29.3,-11.1%,-9.1%,-16.0%,-2.3%
O=C(C1CCCN(C2CCN(c3ncccn3)CC2)C1)N1CCOCC1 (stereo not given),-28.0%,-23.8%,-3.7,-6.2%,0.8%,7.9%,7.3%
CC(C)c1cc(CN(C)C(=O)c2cc(COc3ccccc3)[nH]n2)on1,?,?,2.7,5.4%,-36.6%,-2.5%,-3.2%
COc1ccc(-c2cc3c(=O)n(CCNC(=O)c4cccc5[nH]ccc45)ccn3n2)cc1,?,31.6µM*,-6.3,6.31µM*,i,76.5%[activator],-14.0%
COC(=O)c1ccc(NC(=O)CSc2nnc3c4ccccc4n(C(C)C)c3n2)cc1,.,.,5.8,.,.,3.5%,6.5%
Cc1cc(C)c2oc(-c3cccc(NC(=O)c4ccco4)c3)nc2c1,.,.,-1.4,.,.,78.0%[activator],14.1%
COc1ccc(-c2cc3nc4c(c(=O)n3[nH]2)CN(C(=O)c2ccc3[nH]ccc3c2)CC4)cc1,-11.5%,-30.0%,0.0,?,i,?,3.4%
CC(=O)Nc1ccc(C(=O)N2CCCN(c3cc(-c4ccc(Cl)cc4)[nH]n3)CC2)cc1,-24.4%,?,-2.9,3.6%,-22.1%,2.6%,-4.7%
Cc1ccc(-c2c3c(=O)n(C)c(=O)n(C)c3cn2-c2cc(C)ccc2O)cc1,.,.,3.4,.,.,-13.7%,-14.0%
COC(=O)N1CCN(C(=O)c2cccc(-c3ccccn3)c2)CC1,-1.6%[138 µM],i,-13.2,.,4.2%[88.5 µM],-15.7%[87.6 µM],1.1%[12.5 µM]
CSCCNC(=O)c1cc(-c2ccc([S+](C)(=O)[O-])cc2)c2cccn2n1,?,?,-4.6,.,i,9.8%,-7.9%
COc1cc(=O)n2c(c1C(=O)Nc1cccc(F)c1C)CCCC2,i,-18.1%,1.0,6.3%,1.8%,6.9%,0.6%
Cc1ccc(N(CC(C)C)S(=O)(=O)c2nnc(NC(=O)c3cccs3)s2)cc1,.,.,-4.2,.,.,-3.0%,-1.4%
Cn1c(=O)c2ccnn2c2ccc(C(=O)NCC3CCN(Cc4cccc(F)c4)CC3)cc21,?,79.4µM*,6.9,11.0%,i,14.6%,-11.3%
Cc1cc(C)c(NC(=O)Cn2c(=O)n(CCc3ccccc3)c(=O)c3ccccc32)c(C)c1,.,.,-9.0,.,.,37.4%[activator],5.3%
Cc1ccc(C(=O)N2CCc3nc(C(C)C)nc(-c4ccc(Cl)cc4)c3C2)cc1,?,?,-1.3,.,i,-7.7%,-13.3%
COc1ccc(NC(=O)CSc2oc(-c3cccs3)nc2S(=O)(=O)c2ccc(C)cc2)c(OC)c1,.,.,-16.4,.,.,-12.5%,-23.3%
COCCOC1CN(C2CCN(Cc3ccc(C)o3)CC2)C12CCCCC2 (stereo not given),-13.1%,-16.9%,-3.4,3.1%,-4.2%,7.4%,-3.0%
CCOCC(=O)N1CCC2(CC1)C(OC)CN2c1cccc(F)c1 (stereo not given),i,i,-0.1,-0.2%,i,-21.3%,4.8%

# (list continues)
SMILES,NIH3T3 tox,HEK cytotox,IP6K1 inhibitor,FLuc inh,GPT2 inhibitor,SNCA expr inhib,SNCA viab count
COC(=O)CN1C(=O)CSc2ccc(S(=O)(=O)Nc3ccc(C(C)=O)cc3)cc21,.,.,2.9,.,.,0.6%,7.4%
NC1CCC(n2cc(C(=O)NC3CCCN(c4ncccn4)C3)nn2)CC1 (stereo not given),-4.2%,-1.8%,8.2,-0.2%,3.8%,3.5%,-9.3%
Cc1ccc([S+](=O)([O-])NC2CCN(C(=O)c3ccc(-c4ncccc4C#N)cc3)CC2)cc1,?,?,-2.4,.,-10.7%,?,3.8%[12.5 µM]
CC(=O)c1cccc(NC(=O)CN2C(=O)CN(C)C(=O)c3ccccc32)c1,.,.,10.4,.,.,2.7%,-0.7%
COc1ccc(OC)c(CNC(=O)[C@H]2CCC[C@H]2NC(=O)c2ccc(OC)nc2)c1,-8.1%,-7.4%,10.9,-11.9%,?,?,1.1%
CCCc1cc(=O)[nH]c2nnc(SCC)n12,.,.,-2.4,.,.,-13.9%,2.2%
CCc1ccc(NC(=O)Cn2c(=O)n(CCCC(=O)NCc3ccccc3Cl)c(=O)c3ccccc32)cc1,.,.,4.1,.,.,-11.8%,6.9%
CCS(=O)(=O)Nc1ccc(C)n(CC(=O)N2CCCCCC2)c1=O,2.2%,7.1%,-3.1,-10.7%,?,12.1%,-2.6%
Cc1cccc(C(=O)N2CCC[C@H]2c2nc(-c3ccccc3Cl)no2)c1,?,?,1.5,?,0.1%,35.6%[activator],7.5%
Cc1cnc(CC2CCCN(S(=O)(=O)c3ccccc3)C2)n1CC1CC1 (stereo not given),?,?,-1.0,1.4%,i,-24.4%,-12.2%
Cc1nc(-c2c3n(c(=O)n(CC(=O)Nc4ccc(C(C)C)cc4)c2=O)CCCCC3)no1,-28.8%,-17.6%,9.0,-8.1%,2.7%,-9.6%,9.8%
O=S(=O)(NC1CCc2nnc(C3CC3)n2CC1)c1cccnc1 (stereo not given),i,1.9%,-12.0,3.1%,i,-3.3%,5.1%
O=C(c1ccc2c(c1)OCO2)N1CCC(Cc2nc(-c3cnccn3)no2)CC1,-29.4%,-24.6%,-0.6,2.5%,i,18.3%,13.1%

# For convenience, 2 of the compounds above:
SMILES,NIH3T3 tox,HEK cytotox,IP6K1 inhibitor,FLuc inh,GPT2 inhibitor,SNCA expr inhib,SNCA viab count
O=S(=O)(NC1CCc2nnc(C3CC3)n2CC1)c1cccnc1 (stereo not given),i,1.9%,-12.0,3.1%,i,-3.3%,5.1%
O=C(c1ccc2c(c1)OCO2)N1CCC(Cc2nc(-c3cnccn3)no2)CC1,-29.4%,-24.6%,-0.6,2.5%,i,18.3%,13.1%
